# NS3 helicase inh: blocks Hepatitis C virus NS3 helicase unwinding; inhibition, % at 10.9 µM; AID 1800; actives 0.56% (n = 290,000); NS3 helicase DNA unwinding, Cy5 molecular beacon fluorescence;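 active = inhibition above the mean of all tested compounds plus 3 SD, set per campaign, cut at about 35% in these data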;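 also: 0% = DMSO wells and 100% = thioflavine S control wells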
#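 Material: hepatitis C virus NS3 helicase domain fragment enzyme; measured by: Cy5 fluorescence, 0 and 60 min reads; control set: DMSO and thioflavine S; incubation: 60 min unwinding reaction at 25 °C after ATP addition; read-out basis: % inhibition from 60/0 min fluorescence ratio, DMSO 0%, thioflavine S 100%; repeats: singlicate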
# GalR3 antag: human GalR3 antagonism | O60755 | HEK293 GalR3-CNG cAMP membrane potential fluorescence; galR3 body fused to GalR1 C-terminus | inhibition, % at 3 µM | actives 0.44% (n = 360,000) | AID 651719;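 active = inhibition above the screen-wide average plus 3 SD, cut at about 13% in these data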;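 also: forskolin and galanin both at EC90 stimulate the cells; cAMP rise reported by CNG channel membrane potential dye signal; 0% = forskolin plus galanin with DMSO and 100% = forskolin alone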
# Target sequence (O60755 1-299 limits assumed): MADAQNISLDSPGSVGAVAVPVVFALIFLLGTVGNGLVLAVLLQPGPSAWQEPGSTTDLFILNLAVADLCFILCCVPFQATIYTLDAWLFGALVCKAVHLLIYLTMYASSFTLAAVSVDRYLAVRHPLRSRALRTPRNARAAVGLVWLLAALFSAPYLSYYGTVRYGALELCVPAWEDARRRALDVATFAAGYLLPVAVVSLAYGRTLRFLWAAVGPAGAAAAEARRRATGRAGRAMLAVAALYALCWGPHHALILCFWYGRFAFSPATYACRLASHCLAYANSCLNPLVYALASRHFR
# VIM-2 inhibitor: blocks Pseudomonas aeruginosa VIM-2 metallo-beta-lactamase; actives 0.89% (n = 290,000); inhibition, % at 5.6 µM; AID 1527; purified VIM-2, nitrocefin hydrolysis, epi-absorbance fluorescence;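 active = inhibition above the mean of all tested compounds plus 3 SD, cutoff set per screening run, cut at about 7.5% in these data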;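 also: red hydrolysis product quenches plate fluorescence so inhibitors raise well fluorescence; 0% = enzyme with DMSO and 100% = DMSO without enzyme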
# IMP-1 inh: inhibitors of Pseudomonas aeruginosa IMP-1 metallo-beta-lactamase. purified IMP-1, nitrocefin hydrolysis, epi-absorbance fluorescence. inhibition, % at 5.6 µM. actives 0.45% (n = 290,000). AID 1556;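 active = inhibition above the mean plus 3 SD of all compounds in the same screening run, cut at about 4.5% in these data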;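 also: 0% = IMP-1 with DMSO and 100% = DMSO wells lacking enzyme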
#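 Test system: recombinant IMP-1 enzyme, purified / Medium: HEPES buffer pH 7.1 with ZnSO4 and Brij 35 / Doses: single dose, 5.6 µM / Times: 25 °C, 15 min preincubation, 25 min reaction / Detection: Epi-absorbance via hydrolysed-nitrocefin quenching of white-plate fluorescence, 480/530 nm, EDTA stop / Evaluation: percent inhibition from optical density relative to buffer-blank wells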
# UBC9 SUMO inh: inhibitors of human SUMOylation (UBC9); inhibition, % at 35 µM; actives 0.36% (n = 290,000); P63279; HTRF SUMOylation assay, SAE1/SAE2 + UBC9, in vitro; in the data active = inhibition above about 50%, passing the limit was not always enough; also: strong numbers were not always called active
# Target sequence (P63279 whole entry, looked up): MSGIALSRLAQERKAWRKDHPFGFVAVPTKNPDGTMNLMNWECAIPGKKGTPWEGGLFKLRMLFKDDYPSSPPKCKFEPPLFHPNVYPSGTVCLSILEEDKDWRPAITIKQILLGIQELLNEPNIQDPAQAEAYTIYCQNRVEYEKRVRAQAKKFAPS
# IDE cell inh: inhibits human insulin-degrading enzyme in HEK cells; P14735; FAbetaB cleavage, fluorescence polarization; inhibition, % at 5.59 µM; actives 0.41% (n = 320,000); AID 434962;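 active = percent inhibition above the average of all tested compounds plus 3 SD, set per screening campaign, cut at about 16% in these data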;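 also: IDE supplied by intact live HEK cells; FP after avidin binding of uncleaved biotin substrate so inhibition keeps polarization high; 0% = DMSO wells and 100% = 60 µM reference IDE inhibitor Ii1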
# IDE act: IDE (human) activation, cell-based; P14735; HEK cells, FAbeta-B cleavage, fluorescence polarization; 0% vehicle, 100% cell-free pure enzyme wells; activation, % at 5.96 µM; actives 0.073% (n = 340,000); AID 493087;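 active = activation above the mean of all tested compounds plus 3 SD, set per screening campaign, cut at about 17% in these data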
# CRFR2-BP antag: blocks CRF-induced signaling of the CRF-BP/CRF-R2 complex; HEK293 CRF-R2/CRF-BP, CRF-induced calcium fluorescence; inhibition, % at 11.8 µM; actives 0.59% (n = 350,000); AID 588475;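 active = inhibition of the ligand-induced calcium signal above about 50% at the single tested concentration, limit read from the data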
# p-CIP stab down: compounds decreasing mouse p/CIP protein stability; Q05BA5; F442A p/CIP-EGFP cells, EGFP fluorescence, 16 h; decrease of EGFP signal, % at 10 µM; actives 0.01% (n = 290,000);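 active = EGFP signal decrease of at least 30% at 10 µM or well 3 SD below plate mean, unless failing retest; inactive = the rest, including hits failing retest or dose response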; also: some compounds called inactive have numbers as strong as hits; many of its hits are not listed in these tables
# An asterisk follows results filed as active; . = not tested or not shown.
# Screens in order: NS3 helicase inh	GalR3 antag	VIM-2 inhibitor	IMP-1 inh	UBC9 SUMO inh	IDE cell inh	IDE act	CRFR2-BP antag	p-CIP stab down
CCC(=O)Nc1nonc1-c1nc2ccccc2n1Cc1cccc2ccccc12
 : 1	2	-3.0	-4.8	10	-1	1	6	-21
CC(C)OC(=O)CSc1nnnn1-c1ccc2c(c1)OCCO2
 : -2	3	-1.2	-2.0	-3	0	4	4	8
O=C1C2CCCN2C(=S)N1C1CCCCC1 (stereo not given)
 : 9	-9	-1.3	-2.5	-2	-2	1	-4	29
O=C1OC(c2ccccc2)=C/C1=C/N1CCOCC1
 : 19	1	-0.6	0.9	-44	-1	5	-3	15
Cc1cccnc1NC(=O)C(c1ccccc1)c1ccccc1
 : 17	-3	-0.8	-1.8	7	2	-3	6	-14
CC(C)Nc1c([N+](=O)[O-])c(=O)oc2ccccc12
 : 1	7	-1.5	-1.1	5	4	0	12	3
CC(c1ccccc1)C(Cc1nc2ccccc2[nH]1)c1nc2ccccc2[nH]1 (stereo not given)
 : -3	.	-2.2	-0.9	-46	8	.	.	-1
C/C(=N\NC(=O)C1CC1c1ccccc1)c1cccc([N+](=O)[O-])c1 (stereo not given)
 : -5	6	-3.2	-0.5	29	2	6	7	2
C=CCn1c(=S)sc2c(=O)[nH]c(C)nc21
 : 3	2	-0.5	-2.3	15	5	.	8	-9
CC(C)(C)NC(=O)Cn1c(=O)n(CC(=O)NC(C)(C)C)c2ccccc21
 : 10	-1	1.8	-2.5	16	-1	3	8	-13
O=C(CSc1nc(=O)[nH]c2c1CCCC2)Nc1cc(C(F)(F)F)cc(C(F)(F)F)c1
 : .	2	.	.	.	-6	3	-16	.
CC(=O)N1CCCc2cc(S(=O)(=O)N3CCCC(C(=O)Nc4cccc(C)c4)C3)ccc21 (stereo not given)
 : -1	-6	-0.3	-3.8	-10	0	1	3	-1
COc1ccccc1NC(=O)c1ccc(C(=O)Nc2ccccc2OC)nc1
 : 2	-3	-4.0	-3.4	31	-1	-3	-1	3
O=C(CCNS(=O)(=O)c1cccs1)N1CCCCCC1
 : 6	0	-2.3	-3.2	7	-3	1	-6	-3
COc1ccc(NC(=O)COc2ccc(C)cc2)c([N+](=O)[O-])c1
 : -2	-6	-3.2	-0.6	-1	8	.	-14	0
CCN(CC(=O)NCc1ccc(Cl)cc1)C(=O)CSc1ccccc1
 : .	47*	.	.	.	2	-2	-4	.
O=C(O)CNCC1COc2ccccc2O1 (stereo not given)
 : -3	-3	-0.5	-0.7	16	0	0	13	5
COc1cc2[nH]c(C(=O)NCc3ccccc3)cc2c(OC)c1OC
 : -8	-9	-2.5	-1.9	21	1	1	20	2
O=C(NCCN1CCOCC1)c1cccc(S(=O)(=O)N2CCCCC2)c1
 : 7	0	-0.3	-0.9	-1	1	0	3	-8
Cc1ccc(-c2[nH]ncc2/C=N/n2c(COc3ccccc3)nc3ccccc3c2=O)cc1
 : -6	1	-1.6	-3.9	0	-4	3	5	-5
COc1ccc(S(=O)(=O)N2CCC(C(=O)NC3(C)CCS(=O)(=O)C3)CC2)cc1OC (stereo not given)
 : .	3	.	.	.	0	5	2	.
CCc1ccc(OC)c(-c2csc(N)n2)c1
 : -15	-6	-0.2	-0.4	-8	1	-1	8	14
C[C@@H]1C(=O)O[C@H]2[C@H]1CC[C@@]1(C)C(=O)C=C[C@@](C)(O)[C@H]21
 : .	-2	.	.	8	7	-4	14	0
CCCCN(CC)C(=O)Cc1ccccc1OC
 : -16	-3	-2.5	-3.4	-16	1	0	-16	-5
Cc1sc2nc(SCC(=O)NCCCO)n(-c3ccccc3)c(=O)c2c1C
 : -15	-10	-1.0	-2.1	8	-1	5	-8	-11
CS(=O)(=O)c1ccc(NC(=O)CN2C(=O)C3CCCCC3C2=O)cc1 (stereo not given)
 : -3	-1	-4.5	-2.2	-6	-1	0	-2	-69
CCOc1ccc(-n2c(SCc3cc(=O)oc4cc(C)c(C(C)C)cc34)nnc2-c2cccnc2)cc1
 : 4	-11	0.3	-3.7	-6	7	0	-2	5
COC(=O)C1C(=O)NCC1c1ccc(OC)cc1 (stereo not given)
 : 7	-5	-2.9	-1.4	11	6	-5	-18	-11
CC(=C/c1ccccc1)/C=N/n1c(C)n[nH]c1=S
 : 3	-10	33*	-1.9	0	4	2	2	-2
CCOC(=O)CNC(=O)N1CCC(CCOc2ccccc2)(C(=O)OCC)CC1
 : -10	-7	0.5	-2.9	-1	3	6	2	2

# Two entries drawn at random from those above:
# Screens in order: NS3 helicase inh	GalR3 antag	VIM-2 inhibitor	IMP-1 inh	UBC9 SUMO inh	IDE cell inh	IDE act	CRFR2-BP antag	p-CIP stab down
O=C1OC(c2ccccc2)=C/C1=C/N1CCOCC1
 : 19	1	-0.6	0.9	-44	-1	5	-3	15
COC(=O)C1C(=O)NCC1c1ccc(OC)cc1 (stereo not given)
 : 7	-5	-2.9	-1.4	11	6	-5	-18	-11

# Next part:
# Screens in order: NS3 helicase inh	GalR3 antag	VIM-2 inhibitor	IMP-1 inh	UBC9 SUMO inh	IDE cell inh	IDE act	CRFR2-BP antag	p-CIP stab down
N#Cc1nc(-c2cccs2)oc1N1CCOCC1
 : -3	1	1.0	-7.1	9	6	-2	-15	-8
COc1ccc(Cl)cc1-c1nc(SCC(=O)NC(C)C)n[nH]1
 : 1	-3	0.1	-2.9	-2	6	-1	1	-4
COc1ccc(OCC(=O)NNC(=O)c2ccc3c(=O)n4c(nc3c2)CCC4)cc1
 : 1	-6	-1.8	-1.0	-1	4	5	9	0
CCOCc1nnc(NC(=O)c2cc(Cl)ccc2OC)s1
 : 1	-6	-0.8	0.3	3	-4	5	-15	-8
CCOc1cc(C(=O)Nc2cc(C)ccc2OC)ccc1OCC(=O)N1CCCCC1
 : 2	-6	-4.8	-2.7	-16	5	3	0	2
COc1ccc2c(c1)CCc1cn3ncc(C#N)c3nc1-2
 : 0	7	-0.1	0.1	20	0	6	5	12
CSCCC(NC(=O)c1ccccc1Cl)C(=O)N1CCCCC1 (stereo not given)
 : .	-5	.	.	.	0	7	-3	.
C[C@H](CO)N1C[C@H](C)[C@@H](CN(C)Cc2ccc(Oc3ccccc3)cc2)Oc2ccc(NC(=O)Cn3cnnn3)cc2C1=O
 : .	-3	.	.	.	4	-4	3	.
Cn1c(=O)c2c(nc(NC3CCCCC3)n2CC(O)COc2ccccc2)n(C)c1=O (stereo not given)
 : -1	-4	-0.3	-2.6	-19	2	6	4	1
COc1ccccc1N1C(=O)c2cccc3c(C(=O)O)ccc(c23)C1=O
 : -12	0	-3.5	0.2	3	1	-11	-19	10
O=C(O)c1ccc2c(c1)C(=O)N(CCc1c[nH]c3ccccc13)C2=O
 : 4	-5	0.2	-2.7	13	.	3	-3	-9
O=C(NC(=S)Nc1ccccc1N1CCN(C(=O)c2ccccc2)CC1)c1cccs1
 : 7	-2	-2.7	-1.1	2	-2	-1	-5	-7
Cc1cc(C)c2c(N)c(C(=O)Nc3ccc([N+](=O)[O-])cc3)sc2n1
 : -17	-6	-3.7	-3.9	-8	-1	3	2	-7
FC(F)(F)c1nc(SCc2ccc(Cl)cc2Cl)n[nH]1
 : 5	-2	-2.8	-0.4	0	7	-7	21	-2
Cn1c(-c2ccc(F)cc2)cnc1SCC(=O)NNC(=O)Cc1ccccc1
 : -4	-6	-3.7	-2.3	12	6	.	3	6
O=C(O)c1cc(S(=O)(=O)N2CCCCC2)ccc1F
 : -11	-6	-0.3	-0.8	-5	4	-4	14	-5
O=C(C1CCCN(S(=O)(=O)c2ccc(F)cc2)C1)N(Cc1cccs1)C1CC1 (stereo not given)
 : 0	1	-4.7	-2.0	-2	4	0	8	-14
COc1ccc(/C=N/NC(=S)Nc2cc(S(=O)(=O)N3CCOCC3)ccc2N2CCOCC2)cc1O
 : -1	-2	-4.0	-5.7	0	2	-6	-6	-6
COc1ccc(C(C(=O)NC2CCCC2)N(C(=O)c2snc(C(N)=O)c2N)c2cccc(O)c2)cc1 (stereo not given)
 : -5	.	-3.9	-1.3	14	0	6	-2	2
Cc1ccccc1NC(=O)CCc1c(C)nn(-c2ccc(N3CCOCC3)nn2)c1C
 : 3	2	-2.4	-1.3	2	5	-2	9	-25
Cc1cccc(NC(=O)C2CC(=O)n3cnnc3S2)c1 (stereo not given)
 : -9	4	-0.5	-5.0	8	4	-5	13	-8
Cc1cccc(N(CC(=O)NCc2ccco2)C(=O)CNS(=O)(=O)c2ccc(F)cc2)c1
 : -6	-6	1.8	-1.4	14	-5	-2	-2	-18
O=C(c1cnn(C(=O)c2ccc(O)cc2)c1)c1ccccc1O
 : -6	2	-1.8	-1.0	26	3	.	.	-8
C=CCn1c(SCCOc2ccc(OC)cc2)nnc1C(C)NC(=O)c1ccc(OC)cc1 (stereo not given)
 : 3	-5	-1.7	-1.2	-8	1	-12	-2	3
Cc1ccc(NC2=C(NCCO)C(=O)c3ccccc3C2=O)cc1
 : -13	-1	0.1	0.6	38	-1	7	-11	-8
CN(C)C(CNC(=O)c1ccc(NC(=O)c2cccs2)cc1)c1ccccc1 (stereo not given)
 : -4	-7	0.8	-4.1	7	0	-1	4	1

# Looked up above:
# UBC9 SUMO inh, CCOc1cc(C(=O)Nc2cc(C)ccc2OC)ccc1OCC(=O)N1CCCCC1 stands at -16
# IMP-1 inh, N#Cc1nc(-c2cccs2)oc1N1CCOCC1 stands at -7.1
# CRFR2-BP antag, CCOCc1nnc(NC(=O)c2cc(Cl)ccc2OC)s1 stands at -15

# Given with the structure last: 3 of the compounds above
NS3 helicase inh	GalR3 antag	VIM-2 inhibitor	IMP-1 inh	UBC9 SUMO inh	IDE cell inh	IDE act	CRFR2-BP antag	p-CIP stab down	canonical_smiles
0	7	-0.1	0.1	20	0	6	5	12	COc1ccc2c(c1)CCc1cn3ncc(C#N)c3nc1-2
.	-5	.	.	.	0	7	-3	.	CSCCC(NC(=O)c1ccccc1Cl)C(=O)N1CCCCC1 (stereo not given)
.	-3	.	.	.	4	-4	3	.	C[C@H](CO)N1C[C@H](C)[C@@H](CN(C)Cc2ccc(Oc3ccccc3)cc2)Oc2ccc(NC(=O)Cn3cnnn3)cc2C1=O

# Source: PubChem BioAssay
